Screening data (PubChem BioAssay)
PDI inh: inhibitors of human protein disulfide isomerase; P07237; PDI insulin aggregation turbidity, A650, 90 min; inhibition, % at 10 µM; hit rate 0.052% among 350,000;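 active = mean inhibition across replicates of 30% or more, whatever share of single replicates reach that level; inconclusive = mean inhibition below 30% while every single replicate reaches 30%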;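 also: absorbance from insulin aggregation driven by PDI reduction with DTT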
Target sequence (P07237 whole entry, looked up): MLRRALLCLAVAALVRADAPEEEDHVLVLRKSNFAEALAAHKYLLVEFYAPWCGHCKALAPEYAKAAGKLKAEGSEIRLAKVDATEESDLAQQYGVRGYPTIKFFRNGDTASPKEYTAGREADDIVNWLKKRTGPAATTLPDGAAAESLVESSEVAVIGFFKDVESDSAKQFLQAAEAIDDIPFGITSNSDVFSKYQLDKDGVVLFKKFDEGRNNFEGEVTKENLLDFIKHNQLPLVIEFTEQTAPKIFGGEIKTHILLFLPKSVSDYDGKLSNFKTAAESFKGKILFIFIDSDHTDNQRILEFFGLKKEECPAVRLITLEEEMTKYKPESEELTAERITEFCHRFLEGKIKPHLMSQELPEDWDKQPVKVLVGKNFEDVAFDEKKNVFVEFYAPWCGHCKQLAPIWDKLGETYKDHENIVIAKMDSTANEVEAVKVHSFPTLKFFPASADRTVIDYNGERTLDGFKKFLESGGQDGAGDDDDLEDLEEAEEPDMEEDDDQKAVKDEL
Cardio protect: modulators protecting cardiomyocytes from myocardial damage; AID 588492; H9c2 cardiomyocytes, H2O2 injury protection, ATPLite, 2 h; protection from H2O2 cell death, % at 20 µM; hit rate 0.63% among 360,000;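 active = compounds giving at least 50% protection of heart cells from peroxide-induced death in the single-dose screen, raw or plate-pattern-corrected value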;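 also: 0% = DMSO wells with peroxide and 100% = DMSO wells without peroxide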
iPSC survival up: enhancers of human iPSC single-cell survival | hiPSC single-cell survival, ATPlite luminescence; 100% = ROCK inhibitor wells, 0% = DMSO | survival enhancement, % at 20 µM | hit rate 0.044% among 360,000 | AID 602274; in the data active = survival enhancement above about 18%;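 also: cells exposed to compounds for 16 hours before the ATP read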
CaV13 FRET inh: Primary screen for inhibitors of IQ motif and Ca2+-dependent inactivation inhibitor domain binding in CACNA1D, Förster resonance energy transfer in living cells, …; HEK cells, CFP/YFP FRET ICDI-IQ, plate reader, 10 min; percent FRET-ratio fall versus neutral wells; inhibition, % at 12.3 µM; hit rate 0.098% among 340,000;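 active = mean replicate inhibition of at least 30% and at least 1% of replicates passing that level; inconclusive = only one of the two criteria is met; inactive = neither criterion is met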;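 also: 0% = median of the neutral control wells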
ABCB6 inh 2: blocks the human ABCB6 transporter; Q9NP58; K562-ABCB6 porphyrin accumulation, flow cytometry, 1 h; active compounds read low; fluorescence ratio to DMSO, % at 10 µM; hit rate 0.19% among 360,000; AID 602162;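 active = fluorescence ratio to DMSO below 75%, the collection mean minus 3 SD; inconclusive = too few cells collected in the well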;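 also: signal is porphyrin accumulated inside mitochondria; 100% equals median channel fluorescence of DMSO control wells; lower ratio means ABCB6 inhibition with less porphyrin fluorescence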
N-glyco inh: blocks N-linked glycosylation in D54 reporter cells; D54 ERlucT glycosylation luciferase reporter, 24 h; percent of 100 nM tunicamycin response; reporter increase, % at 12.5 µM; hit rate 0.23% among 360,000;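 active = mean luciferase reporter signal, scaled so untreated is 0 and the glycosylation-blocking control 100, at or above a set limit in every replicate; inconclusive = mean reaches the limit but not every replicate does; inactive = mean below the limit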;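 also: luciferase carries N-glycosylation sites so blocking glycosylation raises the light; 0% = median of neutral control wells and 100% = median of 100 nM tunicamycin wells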
HTR2A ag: activates the mouse 5-HT2A serotonin receptor | P35363 | CHO-K1 mHTR2A beta-arrestin complementation, luminescence; percent of 30 µM serotonin response | activation, % at 7.6 µM | hit rate 0.66% among 360,000 | AID 624169;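 active = activation above a run cutoff, the mean activation of all tested compounds plus 3 SD, cut at about 14% in these data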;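 also: 0% = plate median of compound wells and 100% = 30 µM serotonin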
Target sequence (P35363 whole entry, looked up): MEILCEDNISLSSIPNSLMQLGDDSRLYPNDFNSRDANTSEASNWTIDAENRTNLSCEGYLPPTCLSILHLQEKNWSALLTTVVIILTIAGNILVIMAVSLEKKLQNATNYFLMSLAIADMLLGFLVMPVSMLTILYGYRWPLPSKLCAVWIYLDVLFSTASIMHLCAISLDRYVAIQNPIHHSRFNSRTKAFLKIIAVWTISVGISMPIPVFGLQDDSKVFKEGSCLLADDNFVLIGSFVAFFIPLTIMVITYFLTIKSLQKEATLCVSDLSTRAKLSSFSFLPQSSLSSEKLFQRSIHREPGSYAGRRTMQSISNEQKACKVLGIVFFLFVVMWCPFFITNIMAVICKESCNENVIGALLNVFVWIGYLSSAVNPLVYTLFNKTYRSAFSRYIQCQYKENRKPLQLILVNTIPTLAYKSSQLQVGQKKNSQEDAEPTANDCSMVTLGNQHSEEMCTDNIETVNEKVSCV
aDG glyco up: alpha-DG glycosylation activation. Pro5-aDG cells, alpha-DG glycosylation AlphaScreen (IIH6); 0% Pro5, 100% B10-LARGE cell signal. activation, % at 10 µM. hit rate 0.22% among 360,000;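 active = activation of at least 8% versus controls, or a plate z-score of at least 8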;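 also: Pro5 are CHO cells carrying HIG-tagged alpha-DG that lacks glycosylation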
Vif imaging: blocks HIV Vif function | HEK293T cells, Vif self-association by quenched fluorescence, imaging, 24 h | hit rate 0.35% among 340,000 | inhibition, % at 7.49 µM; in the data active = inhibition above about 50%, passing the limit was not always enough; inconclusive = no clear call, values can overlap the other calls; inactive = below about 31%; also: some results filed as inactive read as strong as hits
Granule exo inh: lytic granule exocytosis inhibition. TALL-104 LAMP-1 surface exposure, flow cytometry; cells stimulated with thapsigargin and PMA. inhibition, % at 10 µM. hit rate 0.66% among 360,000. AID 651702;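 active = inhibition above about 55%, limit read from the data; inconclusive = no clear call, values can overlap the other calls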
Starred values were filed as active, the others as inactive; ? = inconclusive; · = no result given.

The first 3 entries as a preview:
SMILES	PDI inh	Cardio protect	iPSC survival up	CaV13 FRET inh	ABCB6 inh 2	N-glyco inh	HTR2A ag	aDG glyco up	Vif imaging	Granule exo inh
O=C(c1ccc(Br)o1)N1CCN(CCc2ccncc2)CC1	4	0	0.8	-20	97	0	-2	-0.1	-3	-5
CCNc1nc(NC(C)C)nc(OCCOC(=O)c2ccccc2)n1	-1	-7	0.9	-5	92	-1	7	0.4	0	-1
CC(C)n1nnnc1SCC(=O)NC1CCCC1	3	4	1.2	-2	95	0	0	0.0	-8	5

This part in full (from the top)
SMILES	PDI inh	Cardio protect	iPSC survival up	CaV13 FRET inh	ABCB6 inh 2	N-glyco inh	HTR2A ag	aDG glyco up	Vif imaging	Granule exo inh
O=C(c1ccc(Br)o1)N1CCN(CCc2ccncc2)CC1	4	0	0.8	-20	97	0	-2	-0.1	-3	-5
CCNc1nc(NC(C)C)nc(OCCOC(=O)c2ccccc2)n1	-1	-7	0.9	-5	92	-1	7	0.4	0	-1
CC(C)n1nnnc1SCC(=O)NC1CCCC1	3	4	1.2	-2	95	0	0	0.0	-8	5
O=C(Nc1ccccc1C(=O)NC1CC1)c1ccccc1	?	4	-1.2	-18	102	0	5	0.0	-1	7
O=C(c1cccs1)N1CCCc2ccccc21	4	0	-1.3	-8	99	1	-2	-0.2	7	-1
CN1CCN(c2ccc(Cl)cc2NC(=O)c2ccc(=O)n(C)n2)CC1	-4	14	-0.3	-5	106	-3	18*	-0.2	-2	31
CCCCN1CCNC1=S	4	-1	2.4	-10	98	3	-2	0.1	2	-9
Cc1cc(OCC(=O)NCc2ccccn2)c2c(C)cc(=O)oc2c1	-3	2	-0.4	-3	100	2	-5	-0.1	13	3
CCNC(=O)CN(C1CCCCC1)S(C)(=O)=O	-6	-1	0.4	-3	99	-1	1	-0.2	-3	-2
Cc1cccc(N2CC(C(=O)Nc3nc4ccc(S(C)(=O)=O)cc4s3)CC2=O)c1C (stereo not given)	5	3	0.0	-2	92	-4	-3	-0.1	7	-6
O=[N+]([O-])c1cc(C(F)(F)F)cc([N+](=O)[O-])c1NN=C1CCCCC1	-7	-8	1.7	-5	99	0	-5	0.0	-4	-2
O=C(CCn1cccn1)N1CCCC(N2CCN(c3cccc(C(F)(F)F)c3)CC2)C1 (stereo not given)	-14	1	0.6	-5	100	0	-3	0.3	-9	-14
COc1ccc(-n2c(Cc3cccn3C)nnc2SCC(=O)Nc2cccc(OC)c2)cc1	·	6	-0.7	-2	100	0	0	-0.1	11	-1
O=C(Nc1cccc(Cl)c1)Nc1ccc2c(c1)C(=O)OC2	-2	-2	-0.3	-2	99	-2	-3	0.4	-2	-1
COc1cccc(CN2CCN(C(=O)c3ccc(-c4ccccc4)cc3)CC2)c1	0	8	-0.2	-3	96	-4	-1	0.9	6	0
O=CN/N=C/c1c(O)ccc2ccccc12	5	30	-0.1	-28	104	-3	4	0.3	2	17
Cc1ccc(S(=O)(=O)N2CCC(C(=O)NN3CCCCC3)CC2)cc1	-8	2	0.4	-2	97	-1	3	-0.4	5	8
O=C(NC1CCCC1)C1CCN(c2cnccn2)CC1	7	4	-0.8	-5	98	1	0	0.0	14	-2
Cc1cccc(C)c1NC(=O)CN1CCC(Cc2ccccc2)CC1	·	-1	-1.0	·	94	4	3	-0.1	-4	0
O=C(NC1CCCCC1)c1cccc2c(-c3ccc(F)c(F)c3)coc12	10	3	3.1	-11	97	-7	-4	0.8	-13	2
Cc1ccnc(NC(=O)c2cc(-n3cnnc3)ccc2Cl)c1	3	-3	1.5	-4	111	-1	2	0.1	7	0
O=C1N=C(N2CCCC2)S/C1=C\C=C\c1ccccc1	-3	-8	-0.4	2	85	-12	6	0.1	-3	-4
COc1ccccc1CC(=O)NCc1ccc2c(c1)OCO2	2	2	0.5	-5	94	1	0	0.1	-7	0
COc1ccc(NC2=CC(=O)CC(c3ccccc3)C2)cc1 (stereo not given)	-1	1	-1.3	20	100	-1	-1	0.3	0	0
CCOC(=O)Cc1c(C)nc2c(-c3ccccc3)c(-c3ccccc3)[nH]n2c1=O	12	15	-1.2	-6	111	2	14	0.3	-1	1
SMILES	PDI inh	Cardio protect	iPSC survival up	CaV13 FRET inh	ABCB6 inh 2	N-glyco inh	HTR2A ag	aDG glyco up	Vif imaging	Granule exo inh
Cn1c(NN)nc2sc3c(c2c1=O)CCC3	-2	41	1.0	·	102	-1	0	-0.3	38	5
COCCNC(=O)c1cccc(OC2CCN(Cc3ccccc3OCCO)CC2)c1	-4	10	-0.7	·	98	-2	-4	0.1	-2	9
Cc1ccc(N2C(=O)c3n[nH]c(C)c3C2c2ccco2)cc1 (stereo not given)	0	-12	-0.9	-4	91	1	-2	-0.2	-7	-2
COc1ccccc1Oc1nc2ccccn2c(=O)c1/C=C(\C#N)C(=O)Nc1c(C)n(C)n(-c2ccccc2)c1=O	-9	-3	-0.5	-20	95	2	-5	-0.1	3	10
CC(C)(C)c1ccc(CSc2ccc(S(=O)(=O)N3CCOCC3)cn2)cc1	1	-14	-0.4	-2	100	-7	-8	0.1	-10	10
CCOc1ccc(CCNC(=O)C2CCCN(S(C)(=O)=O)C2)cc1OCC (stereo not given)	1	-3	-0.2	-18	105	2	4	-0.1	5	-11
CCCOc1ccc(-c2c(C(=O)N/N=C/c3ccccc3OCC)nnn2-c2nonc2N)cc1	-2	1	-0.6	-1	97	-3	-2	0.3	-7	-3
CCN(CC(=O)N1CCOCC1)S(=O)(=O)c1ccc(F)cc1	-2	-4	0.1	-3	92	3	2	0.0	-26	-10
COc1ccc(-c2nnn(CC#N)n2)cc1OC	-5	-2	-2.5	·	99	3	4	0.1	9	0
O=C(c1ccccc1)N1C(=O)C(c2ccccc2)Oc2ccccc21 (stereo not given)	2	3	-0.5	-5	109	2	-6	0.1	-1	8
COc1ccc(CN2CCCC(C(=O)c3ccc(Cl)cc3)C2)cc1Cn1cccn1 (stereo not given)	-8	-7	0.3	-4	98	-4	-2	0.5	6	55
COc1cccc(C=N[C@@H](CO)[C@@H](O)c2ccc([N+](=O)[O-])cc2)c1O	0	17	2.5	-11	102	0	-4	-0.1	1	-2
CCOc1ccc(-n2ccnc(SCC(=O)NC3CCCC3)c2=O)cc1	-5	-3	0.0	-3	99	-1	6	0.1	-10	-4
Nc1ccc2c(c1)CCC2=O	6	3	-2.0	-6	102	2	-3	-0.2	·	0
COc1cccc(/C=N/NC(=O)CCc2n[nH]c(=O)[nH]c2=O)c1O	3	9	1.1	-5	93	2	-2	-0.1	0	10
O=C(Nc1cccc([N+](=O)[O-])c1)Nn1cnnc1	-10	8	-0.2	-5	96	3	-2	0.0	-7	2
COc1ccc(S(=O)(=O)N(C)CC(=O)N2CCCCCC2)cc1OC	15	4	6.5	-6	120	1	-6	-0.4	7	-1
Cc1ccc(NC(=O)COC(=O)c2ccc(-n3cccn3)cc2)cc1C	-4	7	-0.8	-2	99	2	-2	0.1	18	2
CCCCN(C(=O)c1c(-c2ccccc2)noc1C)c1c(N)n(CCC)c(=O)[nH]c1=O	-6	-4	0.2	-5	98	0	-1	-0.2	0	0
COc1cc(NC(=O)COc2c(C)cc(C)cc2[N+](=O)[O-])c(OC)cc1Cl	12	5	-1.8	13	101	2	4	0.0	-17	-7
Cc1ccc(N2CC(C(=O)Nc3cccnc3)CC2=O)cc1Cl (stereo not given)	-2	0	-0.7	-4	79	10	-10	0.1	-1	-5
COc1ccc(S(=O)(=O)N2CCN(c3cnccn3)CC2)cc1	-8	-1	-1.4	-6	102	1	1	-0.1	10	-9
COc1ccc(S(=O)(=O)N2CCC[C@H]2C(=O)N2CCC[C@H]2C(=O)N[C@@H](C)c2ccccc2)cc1C	·	·	1.0	-7	97	·	-2	-0.3	·	27
COc1ccccc1OCc1ccc(C(=O)N2CCN(C(=O)c3ccco3)CC2)cc1	-1	7	8.6	·	93	0	12	0.1	·	0
CC(C)S(=O)(=O)c1csc(NC(=O)Nc2ccc(Cl)cc2)c1	-4	-8	-0.5	-17	96	1	-3	0.1	-7	7
SMILES	PDI inh	Cardio protect	iPSC survival up	CaV13 FRET inh	ABCB6 inh 2	N-glyco inh	HTR2A ag	aDG glyco up	Vif imaging	Granule exo inh
COc1ccc(OC)c(N/C(C)=C/C(=O)c2ccccc2)c1	0	-4	-2.1	-5	97	-4	-2	0.0	-2	-5
CCN(CC)CCN(C(=O)c1ccc2c(c1)OCCO2)c1nc2cc3c(cc2s1)OCO3	1	3	-0.3	-9	95	-4	-7	0.1	-4	-1
O=C(O)CC1(CC(=O)Nc2ccccc2Br)CCCC1	-8	7	-0.2	-5	97	1	7	-0.1	12	-1
CCN(CC)S(=O)(=O)c1ccc(N2CCCC2)c(NC(=O)c2c(-c3ccccc3)noc2C)c1	5	-2	2.8	-3	99	1	-9	0.1	-8	23
S=C(NCc1ccc(Cl)cc1)NC12CC3CC(CC(C3)C1)C2	-7	-17	-3.1	-4	97	-8	4	1.9	·	5
CCCCN(C)CCCNC(=O)CS(=O)Cc1nc(-c2ccc(OC)c(OC)c2)oc1C (stereo not given)	0	-1	-2.6	-5	100	2	1	0.1	6	0
C=CCSc1nnc(-c2cnn(-c3ccccc3)c2-n2cccc2)n1C	2	-3	-1.4	-4	97	0	6	0.1	·	-5
O=[N+]([O-])c1ccc(/C=N/Nc2ncc(-c3ccccc3)cn2)cc1	0	0	-0.6	1	99	-2	1	0.7	0	4
COC(=O)C(C)N(c1ccc(C)cc1)S(=O)(=O)c1c(C)[nH]c(=O)[nH]c1=O (stereo not given)	2	8	2.9	-9	101	2	5	-0.1	2	0
COc1cccc(N2CC(C(=O)N3CCC4(CC3)CC(=O)c3ccccc3O4)CC2=O)c1 (stereo not given)	-5	10	-0.4	-2	100	-1	9	0.0	-2	-4
N#CCCNS(=O)(=O)c1ccc(C(=O)OCC2CCCCC2)cc1	-10	-8	-0.8	-3	94	-1	2	0.0	-4	10
CSCCC(NC(=O)c1ccccc1)C(=O)OCC(=O)Nc1ccc(C)c(Cl)c1 (stereo not given)	17	-3	-2.5	7	92	3	-4	-0.3	-5	0
O=C(NCc1ccco1)c1cc(S(=O)(=O)N2CCOCC2)ccc1Br	8	-2	-0.2	-5	99	0	11	0.2	-10	0
CC(=O)Nc1ccc(NC(=O)C2CCN(C(=O)C3CC(=O)N(c4ccc(C)cc4)C3)CC2)cc1 (stereo not given)	-1	2	1.4	-5	100	4	5	-0.2	-2	-3
Cn1cccc1/C=N/NC(=O)c1cccnc1	21	-2	3.2	-5	100	2	8	0.1	-4	-2
O=C(Nc1ccc(F)cc1)C1CCC(N2C(=O)c3ccccc3C2=O)CC1 (stereo not given)	-13	-6	2.1	·	98	-2	-4	0.5	13	-2
O=C(Nc1cccc(NC(=O)c2ccco2)c1)c1ccc2c(c1)OCO2	6	-4	-4.1	-8	95	0	0	0.0	-15	0
O=C(O)c1ccc(COc2ccc3ccccc3c2)o1	-2	-2	0.2	-15	96	-1	1	-0.2	-2	-1
O=C(O)c1cccc(-n2c(/C=C/c3ccc([N+](=O)[O-])cc3)nc3ccccc3c2=O)c1	-1	5	-0.3	-20	98	0	-1	-0.2	-2	4

Not a hit list; any-hit rate near 3.1%.
